High-throughput results from PubChem BioAssay.
GPR55 activation: GPR55 agonists via beta-arrestin recruitment, primary screen, imaging, U2OS cells, beta-arrestin-GFP redistribution (AID 1961); U2OS GPR55 beta-arrestin-GFP redistribution imaging; higher % means a stronger effect; activation, % at 10 µM, or EC50 in µM where a hit was titrated; 290,000 tested, 0.048% active;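 active = activation above 40% with more than 50 cells counted in the well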;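 note: U2OS osteosarcoma cells stably expressing GPR55 and beta-arrestin-GFP; plate controls were DMSO negative control for no effect and LPI positive control for full effect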
NOD1 inhibition: NOD1 signaling inhibitors, primary screen, cell-based, luminescence, uHTS (AID 1578); NOD1-driven NF-kB luciferase reporter cells, luminescence; higher % means a stronger effect; one-dose inhibition, % at 4 µM; EC50 in µM for titrated hits; 290,000 tested, 1% active; in the data active = inhibition mostly above about 36%, no sharp cut-off; inactive = mostly below about 34%;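 note: HEK-293T reporter cells stimulated with the NOD1 agonist gamma-tri-DAP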
KOR beta-arrestin-1: kappa opioid receptor blockers – cell-based, luminescence, uHTS (AID 1778). inhibition, % at 10 µM; hits with a dose series show IC50 in µM. 290,000 tested, 0.091% active. KOR beta-arrestin recruitment, luminescence, antagonist mode; higher % means a stronger effect; note: strong numbers were not always called active
Yfh1-off respiration: mitochondrial function rescue without frataxin homolog – Friedreich's ataxia, plus single-dose screen, dose response (AID 1465). S. cerevisiae Yfh1-off respiration, WST-1 reduction, 72 h; higher fold induction means a stronger effect. fold induction at 50 µM, or EC50 in µM where a hit was titrated. 220,000 tested, 0.074% active;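 active = fold induction of absorbance versus untreated yeast above a set limit, then at least 30% activation at any dose in follow-up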;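 note: activators that raise dye reduction in frataxin-depleted yeast; strong numbers were not always called active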
KOR beta-arrestin-2: kappa opioid receptor activators – cell-based, luminescence, uHTS, primary screen (AID 1777); KOR beta-arrestin recruitment, luminescence; higher % means a stronger effect; activation, % at 10 µM; hits with a dose series show EC50 in µM; 280,000 tested, 0.02% active; in the data active = activation above about 50%, passing the limit was not always enough; note: a part of the inactive calls stands beside numbers as strong as those of hits
ER stress rescue: rescue of cells from ER stress-induced death, primary screen, 384-well, CSM14.1, thapsigargin, ATP luminescence (AID 1222); CSM14.1 thapsigargin-induced death rescue, ATP luminescence; higher % means a stronger effect; cellular ATP content (survival), % at 20 µM, or EC50 in µM where a hit was titrated; 190,000 tested, under 10 active;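 active = EC50 below 50 µM in the dose-response confirmation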;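 note: death triggered by thapsigargin at about 15 µM added after 2 h compound pretreatment; cell ATP read after overnight thapsigargin exposure of roughly 18 to 22 hours; normalized against plate controls of thapsigargin alone and 5% DMSO vehicle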
NTR1 ag: agonists of NTR1, primary screen, imaging, U2OS cells, beta-arrestin-GFP, high content (AID 493036) | NTR1-U2OS beta-arrestin-GFP spot imaging, agonist mode | activation, % at 20 µM | 330,000 tested, 0.17% active;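 active = activation at or above 40% of the spot to cytoplasm intensity ratio, with at least 20 cells analyzed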;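 note: 0% = DMSO without peptide and 100% = 100 nM NTR1 peptide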
Target sequence (P30989 whole entry, looked up): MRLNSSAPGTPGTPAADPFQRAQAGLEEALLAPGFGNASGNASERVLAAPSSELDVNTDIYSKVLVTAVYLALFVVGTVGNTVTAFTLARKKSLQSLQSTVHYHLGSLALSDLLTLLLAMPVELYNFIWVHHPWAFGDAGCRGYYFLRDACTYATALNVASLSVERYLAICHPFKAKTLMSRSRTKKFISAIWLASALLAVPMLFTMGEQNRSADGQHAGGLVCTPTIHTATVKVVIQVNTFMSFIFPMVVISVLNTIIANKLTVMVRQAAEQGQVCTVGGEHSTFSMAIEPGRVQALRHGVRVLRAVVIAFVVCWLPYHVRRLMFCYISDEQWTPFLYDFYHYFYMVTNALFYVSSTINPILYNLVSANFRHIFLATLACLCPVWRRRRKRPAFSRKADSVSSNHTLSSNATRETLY
TNAP activators: human TNAP enzyme activators, primary screen, biochemical, luminescent, no phosphate acceptor, uHTS (AID 1001) | purified TNAP, luminescent activation assay, no phosphate acceptor; higher activation fold means a stronger effect | activation fold at 20 µM; hits with a dose series show EC50 in µM | 200,000 tested, 0.03% active; in the data active = activation fold from about 3, or a potency from the dose series; inactive = the rest, 99 in 100 with activation fold below about 1.6; note: many of its hits are not listed in these tables
NOD2 inhibition: NOD2 signaling inhibitors, cell-based, luminescence, uHTS, HEK293 (AID 1566); inhibition, % at 4 µM; hits with a dose series show EC50 in µM; HEK293 NOD2/NF-kB luciferase reporter, luminescence; higher % means a stronger effect; 290,000 tested, 0.63% active; note: many of its hits are not listed in these tables
NTR1 ag cell count 20 µM: further read-out of NTR1 ag, marked with its call; cell count; measured here: cell count, cytotoxicity flag
Numbers without * were called inactive; i = inactive; x = not tested or not shown; [ ] = dose if it differs, or a comment. Cut-off read from the data, not from the text of the source, unless noted: active = inhibition above about 50%; inactive = the rest. These rows are one share of the data; rates above refer to the full screens.

SMILES | GPR55 activation | NOD1 inhibition | KOR beta-arrestin-1 | Yfh1-off respiration | KOR beta-arrestin-2 | ER stress rescue | NTR1 ag | NTR1 ag cell count 20 µM | TNAP activators | NOD2 inhibition
COc1ccc(Cl)cc1NC(=O)C1CCCN(S(C)(=O)=O)C1 (stereo not drawn) | 0.3% | -18.5% | -31.7% | x | 9.0% | x | 0.5 | 57 | x | 2.2%
Cc1cc(NCCCCO)n2c(nc3ccccc32)c1C#N | -0.2% | -8.0% | 10.3% | i | -1.2% | 0.3% | -0.8 | 52 | 1.2 | 4.2%
C=CCN1C(=O)N/C(=C/c2ccc(C)o2)C1=O | 0.0% | -35.1% | 1.8% | i | 2.3% | -2.8% | -0.2 | 90 | 1 | -6.0%
COc1cccc(/C=N/Nc2cc(Cl)nc(C)n2)c1O | 0.0% | -51.6% | -24.6%[20 µM] | i | 2.2% | -0.4% | -0.4 | 45 | 1.9 | -90.0%
O=C(CN1CCN(S(=O)(=O)c2ccc3ccccc3c2)CC1)NC(=O)NC1CCCCC1 | -0.1% | -3.7% | 18.9% | i | -0.4% | 0.0% | 2.0 | 84 | 1.1 | 4.0%
CCCc1cc(=O)[nH]c(SCC(=O)CSc2nc(CCC)cc(=O)[nH]2)n1 | -0.2% | 0.4% | -45.6% | i | 2.7% | 0.4% | 1.7 | 49 | 1.1 | 10.9%
C=CCOc1ccc(C(=O)Nc2ncn[nH]2)cc1 | -0.2% | -29.0% | -17.1% | x | 1.7% | x | 1.7 | 50 | x | -13.6%
Cc1cccc(CS(=O)(=O)c2nnc([C@H](Cc3ccccc3)NC(=O)OC(C)(C)C)o2)c1 | -0.1% | 64.5% | -6.0% | i | -1.3% | 0.4% | -2.5 | 61 | 1.1 | 19.2%
COCCNC(=O)CN(C(=O)Cn1nnc2ccccc21)c1ccc(C)c(F)c1 | -0.1% | -21.1% | -9.9% | i | -0.4% | 18.2% | -0.6 | 95 | 1.1 | 4.2%
COc1ccc(Cl)cc1C(=O)CSc1nc(N)cc(N)n1 | 0.3% | -42.0% | -18.4% | i | 15.8% | 4.7% | 0.0 | 33 | 1.1 | -14.9%
CC(C)C(OC(=O)CN1C(=O)c2ccccc2C1=O)C(=O)NC1CCCC1 (stereo not drawn) | -0.2% | -2.2% | -18.8% | x | 1.6% | x | 0.5 | 39 | x | 4.1%
CSCC(C)N1CCC(n2nccc2NC(=O)c2ccccc2C)CC1 (stereo not drawn) | 0.0% | -24.5% | -8.7% | x | 1.0% | x | 1.6 | 65 | x | -3.4%

Complete entries as entered above:
Cc1cc(NCCCCO)n2c(nc3ccccc32)c1C#N reads GPR55 activation = -0.2%; NOD1 inhibition = -8.0%; KOR beta-arrestin-1 = 10.3%; Yfh1-off respiration = i; KOR beta-arrestin-2 = -1.2%; ER stress rescue = 0.3%; NTR1 ag = -0.8; NTR1 ag cell count 20 µM = 52; TNAP activators = 1.2; NOD2 inhibition = 4.2%
CCCc1cc(=O)[nH]c(SCC(=O)CSc2nc(CCC)cc(=O)[nH]2)n1 reads GPR55 activation = -0.2%; NOD1 inhibition = 0.4%; KOR beta-arrestin-1 = -45.6%; Yfh1-off respiration = i; KOR beta-arrestin-2 = 2.7%; ER stress rescue = 0.4%; NTR1 ag = 1.7; NTR1 ag cell count 20 µM = 49; TNAP activators = 1.1; NOD2 inhibition = 10.9%
C=CCOc1ccc(C(=O)Nc2ncn[nH]2)cc1 reads GPR55 activation = -0.2%; NOD1 inhibition = -29.0%; KOR beta-arrestin-1 = -17.1%; Yfh1-off respiration = x; KOR beta-arrestin-2 = 1.7%; ER stress rescue = x; NTR1 ag = 1.7; NTR1 ag cell count 20 µM = 50; TNAP activators = x; NOD2 inhibition = -13.6%

Further results:
SMILES | GPR55 activation | NOD1 inhibition | KOR beta-arrestin-1 | Yfh1-off respiration | KOR beta-arrestin-2 | ER stress rescue | NTR1 ag | NTR1 ag cell count 20 µM | TNAP activators | NOD2 inhibition
O=C(NC1CCCCC1)C(c1ccncc1)N(Cc1ccc2c(c1)OCO2)C(=O)c1cnsn1 (stereo not drawn) | -0.1% | -4.1% | 19.1% | i | -3.5% | -2.1% | 2.3 | 43 | 1.1 | -25.4%
OC(COc1ccc(Br)cc1)CN1CCCC1 (stereo not drawn) | -0.2% | -18.1% | -4.2% | x | 2.3% | x | 0.7 | 63 | x | -0.9%
COc1ccc(NC(=O)CCCn2c(=O)c3sccc3n(Cc3ccccc3C)c2=O)cc1 | -0.3% | -23.0% | 11.4% | i | 5.1% | 1.4% | 2.1 | 80 | 1.2 | 1.0%
CCN(CCn1cccn1)C(=O)c1cc(COc2c(F)cccc2F)on1 | -0.1% | -32.9% | -24.0%[20 µM] | i | x | -0.3% | -1.3 | 51 | 1.1 | 6.6%
CC1=CC(C)(C)n2c(O)c(C3=NC(=S)NC3=O)c3cc(OC(=O)c4cccc5ccccc45)cc1c32 | 0.3% | 1.1% | -29.0% | x | 0.5% | -2.7% | 26.4 | 41 | 1 | -0.5%
C/C(=N/NS(=O)(=O)c1ccc(C(C)C)cc1)c1ccncc1 | -0.1% | -28.5% | 3.0% | x | 3.1% | x | 0.8 | 63 | x | 4.1%
CC1CCCN(C(=O)CSc2nc3ccccc3o2)C1 (stereo not drawn) | -0.1% | -56.3% | -0.2% | i | 1.8% | -1.5% | -0.9 | 59 | 1.1 | -72.3%
CC(C)CC(=O)Nc1ccc(-c2cn3ccsc3n2)cc1 | 0.7% | -51.5% | -5.0% | i | -0.1% | -4.9% | -0.4 | 60 | 1 | -74.6%
CC1(C)CC(=O)c2sc(NC(=O)C3CC3)nc2C1 | -0.2% | -4.0% | 22.9% | i | -3.4% | -0.7% | 0.0 | 52 | 1.1 | 6.9%
Cc1cc(C)c(S(C)(=O)=O)c(N(C)N)n1 | 0.2% | -24.5% | -12.2% | i | -13.4% | 5.9% | -0.7 | 55 | 1.1 | 8.1%
O=C(CSc1ncnc2c1cnn2-c1ccccc1)Nc1ccc2c(c1)OCO2 | 0.2% | 36.0% | -32.9% | x | 20.5% | 4.3% | 12.1 | 33 | 1 | 13.3%
COCc1c(Br)c(C)[nH]c(=O)c1C#N | 0.5% | -9.9% | 7.3% | i | -8.1% | -2.4% | -0.6 | 52 | 1.1 | 5.7%
Cc1nnc(SCC(=O)NNC(=O)COc2ccc(Cl)cc2)s1 | 1.6% | -20.8% | -25.4% | i | 3.0% | -3.5% | -1.4 | 57 | 2.1 | 10.4%
COc1ccc(C)cc1S(=O)(=O)N(CC(=O)Nc1cccc([N+](=O)[O-])c1)c1ccc(C)c(C)c1 | -0.2% | -3.9% | 5.4% | i | -0.2% | 1.4% | -0.4 | 33 | 1.1 | -17.2%
CN1CCN(C(=O)c2cnn(-c3ccccc3)c2NC(=O)c2cccs2)CC1 | -0.2% | -25.9% | 4.1% | i | -0.9% | 1.7% | 1.1 | 64 | 1.1 | -2.9%
CCOC(=O)C1=C(COC(=O)C2(C)CC2(Cl)Cl)NC(=O)NC1c1ccccc1 (stereo not drawn) | -0.4% | -10.7% | 14.0% | i | -2.9% | -1.1% | -1.1 | 47 | 1.1 | 4.3%
COc1ccc(-c2cn[nH]c2N)cc1 | -0.2% | 11.8% | -29.3% | i | -1.3% | 0.0% | -0.7 | 40 | 1.1 | 2.9%
CCOC(=O)CN(C(=O)CSc1nnc2c(n1)[nH]c1ccc(F)cc12)c1ccccc1 | 0.1% | 0.1% | 5.8% | i | -0.1% | -1.2% | 3.8 | 92 | 1 | 12.4%
Cc1ccc(NC2CC(=O)N(c3cccc([N+](=O)[O-])c3)C2=O)cc1 (stereo not drawn) | -0.1% | -21.3% | -31.3%[20 µM] | i | -6.6% | -2.0% | -0.9 | 58 | 1.1 | -1.1%
CN(/N=C/c1ccco1)C1=NS(=O)(=O)c2ccccc21 | 0.2% | -41.8% | -27.3% | i | -3.0% | -1.5% | -0.1 | 38 | 1 | -2.9%
COC(=O)C(Cc1ccccc1)NC(=O)CCCC(=O)NCc1cccc(OC)c1 (stereo not drawn) | -0.2% | -6.9% | 5.4% | x | 0.8% | x | 0.4 | 54 | x | -1.3%
C/C(N)=C(/C#N)C(=O)CSc1nnc(Nc2c(C)cccc2C)s1 | -0.3% | -14.4% | 21.0% | i | 5.6% | -3.1% | 1.5 | 74 | 1.1 | 1.3%
CN(CCc1ccccc1)C(=O)CCc1nnc(Cc2ccc3c(c2)OCO3)o1 | -0.1% | -30.1% | -0.8% | x | -3.7% | x | 1.5 | 51 | x | -5.1%
CC(=O)/C(=N\Nc1ccccc1Cl)Sc1cccc2cccnc12 | 0.3% | 39.2% | -17.2% | i | 2.4% | -1.9% | 6.6 | 44 | 1.1 | 9.0%
CCOC(=O)C1(Cc2cccc(Cl)c2)CCCN(C(=O)c2ccc(COC)s2)C1 (stereo not drawn) | 0.0% | 15.7% | -1.7% | x | 0.6% | x | 1.2 | 58 | x | 5.2%
Cc1ccccc1NC(=S)N(CCN1CCOCC1)Cc1ccccc1F | -0.2% | 9.1% | 7.3% | i | -0.6% | -0.7% | -0.7 | 70 | 1.2 | -8.9%
CC(=O)c1ccc(OC(=O)CCc2nc3ccccc3s2)cc1 | -0.3% | -34.7% | -0.1% | i | 0.3% | -0.5% | 1.1 | 51 | 1.1 | -2.9%
COc1cccc(/C(O)=C2/C(=O)C(=O)N(CCCN3CCOCC3)C2c2ccncc2)c1 (stereo not drawn) | -0.1% | -5.5% | 2.9% | i | -2.7% | 0.0% | 1.7 | 57 | 1 | 16.9%
Cc1[nH]nc(SCC(=O)NC(C)c2ccccc2)c1[N+](=O)[O-] (stereo not drawn) | -0.3% | -34.3% | 10.7% | i | 0.8% | -2.2% | 3.7 | 74 | 1.1 | -30.2%
COc1ccc(C(=O)N2C(=S)NC(=O)/C2=C\c2ccc(C)cc2)cc1 | -0.2% | 10.5% | 9.0% | i | -1.6% | -2.5% | 0.0 | 44 | 1.2 | -2.7%
c1ccc(CCNCCOc2ccccc2)cc1 | -0.1% | -22.1% | 16.8%[20 µM] | x | -4.1% | x | -0.4 | 66 | x | -4.4%
COc1ccc(NC(=S)N2CCN(c3ncccn3)CC2)c(OC)c1 | -0.1% | -6.8% | 5.5% | i | x | x | -0.4 | 51 | x | 7.1%
O=C(CCSCc1ccccc1Cl)N1CCN(c2cccc(Cl)c2)CC1 | 0.1% | 5.7% | -35.9% | i | 5.0% | 4.7% | 3.6 | 59 | 1.1 | -11.4%
COC(=O)c1cc(S(=O)(=O)N2c3ccccc3CC2C)cn1C (stereo not drawn) | -0.1% | 7.3% | -32.1% | x | -2.2% | x | 2.0 | 57 | x | 18.5%
